Dicer inh = blocks human Dicer maturation of pre-miR-21. cat-ELCCA pre-miR-21 Dicer processing, chemiluminescence; stronger effect = higher value. z-score at 25 µM. 6% of 47,000 active. AID 1347074; in the data active = z-score above about 3, passing the limit was not always enough;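 note: plate controls were vehicle for no effect and no enzyme for full effect; higher signal means more uncleaved substrate so more Dicer inhibition; strong numbers were not always called active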
Target sequence (Q9UPY3 whole entry, looked up): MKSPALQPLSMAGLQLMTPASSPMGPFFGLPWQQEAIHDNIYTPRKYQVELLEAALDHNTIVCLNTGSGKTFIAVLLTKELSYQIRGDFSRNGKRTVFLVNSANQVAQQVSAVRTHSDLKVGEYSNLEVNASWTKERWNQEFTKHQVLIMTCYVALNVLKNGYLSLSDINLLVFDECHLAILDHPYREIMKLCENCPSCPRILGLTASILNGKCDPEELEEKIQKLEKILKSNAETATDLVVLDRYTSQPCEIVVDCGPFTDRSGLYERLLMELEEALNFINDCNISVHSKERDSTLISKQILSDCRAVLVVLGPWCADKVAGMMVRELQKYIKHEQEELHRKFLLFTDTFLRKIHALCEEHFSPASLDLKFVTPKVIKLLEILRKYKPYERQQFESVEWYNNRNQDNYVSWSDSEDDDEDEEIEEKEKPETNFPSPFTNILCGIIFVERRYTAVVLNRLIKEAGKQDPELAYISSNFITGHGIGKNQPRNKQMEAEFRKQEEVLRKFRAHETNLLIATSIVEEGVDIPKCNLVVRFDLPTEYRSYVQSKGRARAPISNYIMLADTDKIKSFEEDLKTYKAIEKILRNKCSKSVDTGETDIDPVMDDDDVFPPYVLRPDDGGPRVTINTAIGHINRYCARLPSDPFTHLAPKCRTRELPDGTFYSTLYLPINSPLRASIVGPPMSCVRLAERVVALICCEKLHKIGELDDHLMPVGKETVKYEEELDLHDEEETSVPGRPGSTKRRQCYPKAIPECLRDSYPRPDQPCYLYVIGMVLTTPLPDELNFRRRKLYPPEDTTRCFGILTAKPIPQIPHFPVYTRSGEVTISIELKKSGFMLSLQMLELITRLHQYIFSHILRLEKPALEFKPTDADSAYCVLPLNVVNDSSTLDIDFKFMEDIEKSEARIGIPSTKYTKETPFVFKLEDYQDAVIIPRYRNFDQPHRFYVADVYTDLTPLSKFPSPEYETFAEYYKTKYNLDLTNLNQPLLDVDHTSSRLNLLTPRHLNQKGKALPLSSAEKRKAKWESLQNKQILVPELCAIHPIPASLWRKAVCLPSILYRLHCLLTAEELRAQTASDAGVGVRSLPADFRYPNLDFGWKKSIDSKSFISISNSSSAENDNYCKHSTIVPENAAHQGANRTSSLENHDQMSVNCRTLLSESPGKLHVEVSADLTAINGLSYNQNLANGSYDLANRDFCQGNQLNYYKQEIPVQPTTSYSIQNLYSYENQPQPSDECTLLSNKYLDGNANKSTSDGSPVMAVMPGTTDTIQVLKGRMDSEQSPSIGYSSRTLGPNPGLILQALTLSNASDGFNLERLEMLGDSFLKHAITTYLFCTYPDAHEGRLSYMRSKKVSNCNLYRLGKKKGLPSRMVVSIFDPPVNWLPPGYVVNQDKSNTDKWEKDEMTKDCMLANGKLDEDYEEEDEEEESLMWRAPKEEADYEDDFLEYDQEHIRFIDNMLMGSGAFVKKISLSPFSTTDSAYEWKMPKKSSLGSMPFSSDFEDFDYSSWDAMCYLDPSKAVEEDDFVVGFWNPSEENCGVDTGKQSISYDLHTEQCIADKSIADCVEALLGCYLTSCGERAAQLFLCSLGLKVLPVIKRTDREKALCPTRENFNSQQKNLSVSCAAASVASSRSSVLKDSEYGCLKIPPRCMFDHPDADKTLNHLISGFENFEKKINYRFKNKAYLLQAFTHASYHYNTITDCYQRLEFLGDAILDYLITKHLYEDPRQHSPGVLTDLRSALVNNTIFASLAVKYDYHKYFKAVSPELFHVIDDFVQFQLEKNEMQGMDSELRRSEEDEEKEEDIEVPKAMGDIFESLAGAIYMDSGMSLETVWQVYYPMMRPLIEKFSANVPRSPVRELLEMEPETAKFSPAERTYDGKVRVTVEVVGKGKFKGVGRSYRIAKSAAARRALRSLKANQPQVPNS
Numbers without * were called inactive; & = joins results of further samples. These rows are one share of the data, so the mix of outcomes need not match the whole.

SMILES	Dicer inh
COc1cc(C2Nc3cc(C)c(C)cc3NC3=C2C(=O)CC(C)(C)C3)cc(Cl)c1O (stereo not given)	0.29
CCOC(=O)c1cc(CC)sc1NC(=O)CSc1ccc(Cl)cc1	-1.15
Cc1c(O)ccc(-c2n[nH]c(C(F)(F)F)c2Oc2ccccc2)c1O	0.96
CS(=O)(=O)Nc1ccc(Cl)cc1	-1.16
Cn1c(=O)c2c(nc(SCc3nn[nH]n3)n2Cc2ccccc2)n(C)c1=O	1.28
CCOC(=O)c1c(NC(=O)COc2cccc(Br)c2)sc2c1CCC2	-1.11
O=C(O)COc1ccc2c(c1)C(=O)c1cc(OCC(=O)O)ccc1-2	0.43
Cc1c(C)c(C)c(NC(=O)/C=C/C(=O)O)c(NC(=O)/C=C/C(=O)O)c1C	-1.36
Cc1sc2c(c1C)C(=O)/C(=C\Nc1ccccn1)S(=O)(=O)N2C	0.25
O=C(O/N=C/c1ncc(C(F)(F)F)cc1Sc1ccc(Cl)cc1)c1cccs1	-1.69
OCCN1C[C@H](O)[C@@H](O)[C@H](O)[C@H]1CO	0.15
CCc1nn2cc(-c3ccc(F)cc3)nc2s1	-0.9
Cc1ccc(N/C=C(\C#N)C(=O)c2cc(C(C)(C)C)on2)cc1	0.71
CCOC(=O)c1sc(SCc2ccccc2)c(S(=O)(=O)C(C)C)c1-n1cccc1	9.41
Cc1c(O)cccc1C(=O)N[C@@H](CSc1ccccc1)[C@H](O)CN1C[C@H]2CCCC[C@H]2C[C@H]1C(=O)NC(C)(C)C	3.79
COc1ccc(N=CC2=C(Cl)c3cc(F)ccc3OC2)cc1	2.59
COc1cc(NC(=S)NCCO)c(OC)cc1Cl	-2.08
O=S(=O)(CC(O)COc1ccc(Cl)cc1Cl)c1ccc(Cl)cc1 (stereo not given)	-1.28
O=C1CNC(=S)N1CCc1cnc[nH]1	-1
COc1ccc(NC2=CC(=O)CC(C)(C)C2)c(OC)c1	-1.58
COc1ccc(C2CC(=O)C3=C(C2)Nc2ccccc2NC3c2ccccc2OC(C)C)cc1 (stereo not given)	2.21
Cc1ccc(NC(=S)N(CCC#N)CCc2ccccn2)cc1	-1.01
CCOC(=O)c1c(C)c(C#N)c(NC(=O)c2ccc(Cl)cc2Cl)n1-c1ccccc1	-1.01
CC1=C(C#N)C(c2cccc(Oc3ccccc3)c2)C2=C(CCCC2=O)N1 (stereo not given)	0.8
N#C/C(=C\Nc1ccccn1)C(=O)c1cccs1	-1.54
COC(=O)C1=C(C)NC2=C(C(=O)CC(c3ccc(Cl)cc3)C2)C1c1ccccc1Cl (stereo not given)	3.39*
N#CC1=C(OC(=O)c2cccc(C(F)(F)F)c2)c2ccc(Cl)cc2N(S(=O)(=O)c2ccc(Cl)cc2)CC1	-0.68
CCOC(=O)CSC(=S)Nc1ccccc1OC	-0.76
CCOC(=O)c1sc(-c2ccccc2)nc1CSc1nnc(SC)s1	8.32
COc1ccc(OC(=O)Nc2csc(Cc3ccsc3)n2)cc1	0.02

Some of the entries so far, with bars between the fields:
structure | Dicer inh
N#C/C(=C\Nc1ccccn1)C(=O)c1cccs1 | -1.54
CC1=C(C#N)C(c2cccc(Oc3ccccc3)c2)C2=C(CCCC2=O)N1 (stereo not given) | 0.8

Next section.
SMILES	Dicer inh
O=c1cc(C(F)(F)F)[nH]c2c(OC(F)(F)F)cccc12	-0.69
O=C1ON=C(c2ccccc2)/C1=C1\SC(C(=O)c2ccccc2)=NN1c1ccccc1	3.49*
Cc1cc(C)c(-n2nnnc2SCC(=O)C(C)(C)C)c(C)c1	-0.19
COC(=O)c1cnc(Oc2ccc(NC(=O)NC(=O)c3c(F)cccc3F)cc2)cc1C(F)(F)F	1.48
OCC(O)Cn1c2ccccc2c2ccccc21 (stereo not given)	-0.45
Clc1ccc(-c2csc(-c3[nH]ncc3Br)n2)cc1	0.99
C=CCN1C(=O)C(O)(CC(=O)c2ccc(OC)cc2)c2ccccc21 (stereo not given)	27.4
N#Cc1cccc(CSc2ncnc(N)n2)c1	3.87*
CS(=O)(=O)c1ccc2nc(NC(=O)CCCC(=O)O)sc2c1	0.15
COC(=O)c1sc(N2C(=O)c3oc4ccccc4c(=O)c3C2c2ccc(O)cc2)nc1C (stereo not given)	-0.69
Cc1ccc(CNCc2ccc3c(c2)OCO3)cc1	0.29
CCCS(=O)(=O)C1=C(N)OC(c2ccccc2)=C(C#N)C1c1ccc(Cl)cc1 (stereo not given)	1.38
CCOC(=O)c1c(C)csc1NS(=O)(=O)c1ccc(C)cc1	-0.16
CCCCOC(=O)c1sc2scc(C)c2c1C	-0.84
O=c1c2ccccc2cnn1-c1ccc(F)cc1	0.98
COCCOC(=O)c1c(C)oc2cc(Br)c(OC/C=C/c3ccccc3)cc12	0.03
C=CCOc1ccc(C2c3c(oc4cc(C)c(C)cc4c3=O)C(=O)N2CCOC)cc1OC (stereo not given)	1.37
COC(=O)C1=C(C)NC2=C(C(=O)CC(C)(C)C2)C1c1cccc(O)c1 (stereo not given)	2.59
N#Cc1cn(Cc2ccccc2)c(=O)[nH]c1=O	-1.21
CCOC(=O)/C(C#N)=C/c1ccc(OC)c(Br)c1	0.45
Cc1nc2ccccc2n1CCOc1ccc(Cl)cc1	0.74
Nc1ccc(N2C(=O)c3ccccc3C2=O)c(Cl)c1	0.7
CCOC(=O)C(NCCOC)(NC(=O)c1ccccc1Cl)C(F)(F)F (stereo not given)	4.61*
Cn1c(=S)[nH]c2cc(C(F)(F)F)ccc21	0.41
CSc1cc(-c2nccs2)nn1C(C)=O	1.25
CC(C#N)(Nc1ccccc1)c1ccncc1 (stereo not given)	3.38*
CCOC(=O)c1sc(N2C(=O)c3oc4ccc(C)cc4c(=O)c3C2c2ccc(F)cc2)nc1C (stereo not given)	0.97
Cc1ccc(CSc2ncccc2C(F)(F)F)cc1	-0.3
Cc1cc(C)c2c3c(oc2n1)C(=O)N(c1ccc(F)cc1)CC(=O)N3	-0.9
CCOC(=O)c1c(C)oc2ccc(OC(=O)N3CCOCC3)cc12	1.47

Four of the compounds above, field by field:
O=C(O)COc1ccc2c(c1)C(=O)c1cc(OCC(=O)O)ccc1-2
  Dicer inh: 0.43

Cc1c(C)c(C)c(NC(=O)/C=C/C(=O)O)c(NC(=O)/C=C/C(=O)O)c1C
  Dicer inh: -1.36

Cc1sc2c(c1C)C(=O)/C(=C\Nc1ccccn1)S(=O)(=O)N2C
  Dicer inh: 0.25

O=C(O/N=C/c1ncc(C(F)(F)F)cc1Sc1ccc(Cl)cc1)c1cccs1
  Dicer inh: -1.69

Reformatted: entries from further up.
CSc1cc(-c2nccs2)nn1C(C)=O
- Dicer inh: 1.25

CCOC(=O)c1c(C)oc2ccc(OC(=O)N3CCOCC3)cc12
- Dicer inh: 1.47

CC(C#N)(Nc1ccccc1)c1ccncc1 (stereo not given)
- Dicer inh: 3.38*

(further entries)
SMILES	Dicer inh
N/C(CSc1ccc(Cl)cc1)=N\S(=O)(=O)c1ccc(F)cc1F	-0.53
CC(N)C12CC3CC(CC(C3)C1)C2 (stereo not given)	-0.09&0.69
N#CC1=C2N=C(N)c3ccccc3N2C2=C(C(=O)CC(c3ccccc3)C2)C1c1ccc2c(c1)OCO2 (stereo not given)	3.41*
CSc1ccc(C2CC(=O)Oc3c2c(=O)n(C)c2ccccc32)cc1 (stereo not given)	-0.26
CCCCCC(=O)Nc1ccc(Cl)cn1	-0.15
CCOC(=O)NC1CCS(=O)(=O)C1 (stereo not given)	0.35
CC(=O)OC1COC(n2ccc3ccccc32)C(OC(C)=O)C1OC(C)=O (stereo not given)	-0.9
COc1ccc2c(c1)CCc1sc(NC(=O)c3cccs3)nc1-2	-0.15
O=C1C(=O)N(CCCn2ccnc2)C(c2ccc(F)cc2)/C1=C(\O)c1ccc(Br)cc1 (stereo not given)	0.76
CCOC(=O)/C(=N\Nc1c(Cl)cccc1Cl)c1csc(N)n1	-1.19
O=c1sc(-c2ccccc2)ncc1-c1ccccc1	-0.08
CCCCSC1=C(C#N)C(=O)NC(c2ccc(C(=O)O)cc2)S1 (stereo not given)	-1.35
COc1ccc(NS(=O)(=O)c2c(C)noc2C)c(OC)n1	-0.04
O=C(CSc1nc(-c2cccs2)cc(C(F)(F)F)n1)Nc1cccnc1	1.36
O=S(=O)(CCSc1ccccc1NS(=O)(=O)c1cccs1)c1ccc(Cl)cc1	2.03
CCOC(=O)C(NC(=O)CC)(Nc1ccc(F)c(F)c1F)C(F)(F)F (stereo not given)	1.2
CC(C)c1nnc(N2C(=O)c3oc4ccccc4c(=O)c3C2c2ccc(Cl)cc2)s1 (stereo not given)	-0.02
Nc1ncnc2c1nc(Sc1ccc(Cl)cc1)n2C1OC2COP(=O)(O)O[C@@H]2[C@@H]1O (stereo not given in full)	1.07
CCOC(=O)c1sc(NC(=O)c2sc3ccccc3c2Cl)nc1C	-0.51
O=C1c2cccnc2C(=O)N1c1ccc(-c2nc3cc(Cl)ccc3o2)cc1	-1.59
COc1ccc2sc(/C=C/c3ccc4c(c3)OCO4)[n+](C)c2c1	1.5
CC1ON(c2ccc(Br)cc2)C(=O)NC1=O (stereo not given)	2.45
O=C(Cn1c(=O)oc2ccccc21)Nc1ccc(S(=O)(=O)Nc2nccs2)cc1	-0.57
Cc1cc(NC(=O)c2cc(C)oc2C)n(C)n1	-3.12
O=C(O)CNC(=O)CCCCC(=O)NCC(=O)O	0.82
CSc1sc(C(=O)NNC(=S)Nc2ccccc2Cl)c2c1C(O)CCC2 (stereo not given)	6.52*
C(CC1CCNCC1)CC1CCNCC1	0.15
O=C(Nc1ccccc1)Nc1nc(-c2ccc(F)c(F)c2)cs1	2.33
COc1ccc2c(c1)C(NC(C)=O)C(=O)N2C (stereo not given)	-0.68
O=[N+]([O-])c1ccc(C=Nc2c(F)cccc2F)s1	-0.05
COc1ccc(-c2cc(=O)c3ccccc3o2)cc1	0.02
COc1ccc(C(=O)COC(=O)c2ccc(N3C(=O)C4CC=CCC4C3=O)cc2)cc1 (stereo not given)	0.35
O=C(CC1(O)C(=O)Nc2ccccc21)c1ccc2ccccc2c1 (stereo not given)	4.38*
CCSCCOC(=O)C1=C(C)NC2=C(C(=O)CC(c3cccs3)C2)C1c1ccc(F)cc1 (stereo not given)	0.18
O=[N+]([O-])c1ccc(-n2ccc3ccccc32)cc1	-1.77
CC(=O)Nc1cc(=O)oc2ccc(NC(=O)c3ccc(F)cc3)cc12	-0.3
Cc1cc(NC(=O)CCCC(=O)O)no1	0.56
CC(C)(CO)NC(=S)Nc1ccc(F)cc1	1.12
Cc1cc(C(F)(F)F)nc2c(Br)c(C(C)(C)C)nn12	0.19
Cc1cc(C)c2c(n1)sc1c(=O)n(-c3cccc(Cl)c3)c(=O)[nH]c12	-0.04
Cc1cc(-c2cccs2)c2c(n1)sc1c(O)cc(=O)[nH]c12	-1.61
COc1cc(OC)c(C(=O)CCCN2CCCC2)c(OC)c1	-0.26
Cc1cc2nc(-c3ccc(NC(=O)c4ccc([N+](=O)[O-])o4)cc3)oc2cc1C	-0.13
CCOC(=O)c1sc(SC)c(S(C)(=O)=O)c1N	-0.95
O=c1[nH]c2cc(F)ccc2c(O)c1-c1ccccc1	-1.84
COC(=O)CSc1nnc(-c2ccccc2)o1	-0.54
O=C(Nc1ccc(Cl)cc1)Nc1ccno1	1.32
NC(=O)c1nnc2ccc(Cl)cc2c1N	-1.21
Clc1ccc(CSc2ncnc3nc[nH]c23)cc1	2.75
O=c1n(Cc2ccc(F)cc2)nc2n1-c1cc(Cl)ccc1OC2	-0.91

The results go on:
SMILES	Dicer inh
O=C(Cn1c(=O)sc2ccccc21)Nc1sc2c(c1C(=O)O)CCCC2	2.76
O=C(O)/C=C/C(=O)Nc1ccc(-n2nc(C(F)(F)F)cc2C(F)(F)F)cc1	20.1
NS(=O)(=O)c1ccc(CCNc2ncnc3nc[nH]c23)cc1	-2.41
CC1CCN(c2oc(-c3ccc(F)cc3)nc2S(=O)(=O)c2ccccc2)CC1	-0.53
CCc1c(C)nc(-n2nc(C)cc2C)nc1Nc1ccccc1	-0.87
Cc1nnc2n1NC(c1ccc(Cl)cc1)C(C(=O)Nc1ccc(Br)cc1)S2 (stereo not given)	-0.11
Cc1c(C#N)sc(C(=O)N=CN(C)C)c1C	0.28
COc1ccc(C2CC(=O)C3=C(C2)NC(C)=C(C(=O)OC(C)C)C3c2ccccc2C)cc1OC (stereo not given)	-0.01
CCCOC(=O)Nc1sc2c(c1C(=O)OCC)CCC2	1.21
Cc1cc(Cl)ccc1NC(c1ccccn1)c1ccc2cccnc2c1O (stereo not given)	9.11*
COc1ccc(NC2=CC(=O)CC(C)(C)C2)cc1	0.74
O=c1cc(CSc2nnc(SCC3CC3)s2)c2ccc(O)cc2o1	-0.54
CCC(CC)C(=O)Nc1nc2c(s1)C(=O)CC(C)(C)C2	0.05
CS(=O)(=O)/C(C#N)=C/Nc1cccnc1	-1.4
COc1cccc(C2Nc3nonc3NC3=C2C(=O)CC(C)(C)C3)c1 (stereo not given)	-1.45
O=C(NC1CCCCC1)c1cnn2c1NC(c1ccc(Br)cc1)CC2C(F)(F)F (stereo not given)	5.56*
CC(C)(C)c1cc(C(N)=O)n(Cc2ccccc2)n1	0.3
Cc1cc(NC(=O)c2ccccc2C(=O)O)n(C)n1	1.97
O=C(Nc1cc(C(F)(F)F)cc(C(F)(F)F)c1)c1csc([N+](=O)[O-])c1	1.87
CCOC(=O)c1ccc2nc(C(F)(F)F)nc(N3CC(C)OC(C)C3)c2c1 (stereo not given)	-1.6
O=C(N/C=C/c1cccs1)NCc1c(Cl)cccc1Cl	0.39
CCOC(=O)c1ccc(-n2nnc(/C=C/C=C/N3CCN(C)CC3)n2)cc1	-0.18

High-throughput results: PubChem BioAssay, Center for Chemical Genomics, University of Michigan
